Source: PubChem (National Center for Advancing Translational Sciences (NCATS))
Pf Dd2 growth: qHTS Primary assay for Inhibitors of Plasmodium falciparum Dd2 growth in vitro | P. falciparum Dd2 growth, SYBR Green, 72 h | AID 1347417, 2020 | Potency, µM (top dose mostly 28.9 µM), for the others: top-dose activity, negative = inhibition, hits mostly inhibitors | 120,000 tested, 4.3% active; active = well fitted inhibition curve with a large enough effect; inconclusive = small, poorly fitted or top-dose-only effect; inactive = no such curve, though single readings can be large or run the other way;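 also: plate controls were DMSO vehicle for no effect and reference drug for full effect; nearly all actives have a fitted effect of over 65% in size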
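Readout: SYBR Green fluorescence, 485 nm excitation, 535 nm emission, after ~16 h lysis at 37C. Before that, Dd2-infected red cells (2.5% hematocrit) grew 72 h with compound, 29 uM top final concentration.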
Starred values were filed as active, the others as inactive; i = inactive; ? = inconclusive; [ ] = dose if it differs, or a comment. Potency is read from the fitted curve at half-maximal effect.

SMILES	Pf Dd2 growth
Cc1nc(CN2C[C@H](C(=O)N3CCN(CCO)CC3)C[C@@H]2c2ccc(F)cc2)cs1	-8%[44.1 µM]
Cc1ccc(C)c(-c2cc3c(=O)n(CCNC(=O)Cc4cccs4)ccn3n2)c1	i
O=C(c1ccc(F)cc1)N1CCC(c2nn(-c3ccc(F)cc3)c(=O)[nH]2)CC1	-14%
COc1ccccc1CN1C[C@@H](C(=O)O)C[C@H](C(=O)NCc2ccccn2)C1	1%
O=C(NCCc1nc2c(s1)CCCC2)C1NCCc2[nH]cnc21 (stereo not drawn)	-9%
COc1ccc(C(=O)Nc2ccnn2C2CCN(c3nccc(N)n3)CC2)cc1	-15%
Cn1cc(S(=O)(=O)N2CCCCC2)cc1C(=O)NCc1ccc(Cl)cc1	11µM*
CN(C)CCN(C)[C@@H]1[C@H](O)[C@H](CO)O[C@@H]1CNC(=O)Nc1ccccc1	13%
CSc1ccc(CNC(=O)c2ccc(NC(=O)c3nsc4ccccc34)cc2)cc1	?
CCc1noc(-c2ccn3c(CNC(=O)c4cccnc4)nnc3c2)n1	?
O=C(COc1ccccc1)N1C[C@@H](CO)[C@H](c2ccncc2)C1	i
Cn1c(=O)oc2cc(S(=O)(=O)NC(CC(=O)O)c3cccc(Br)c3)ccc21 (stereo not drawn)	-1%
O=C(c1ccc2c(c1)OCO2)N1CCCC2(CN[S+](=O)([O-])c3ccccc3N2)C1 (stereo not drawn)	i
O=C(C1CC1)N1CC2(CCCN2CC2CC2)Cc2ccccc21 (stereo not drawn)	?
CC(C)Nc1ccc(-c2ccc(S(=O)(=O)NC(C)(C)C)cc2)nn1	?
CCOc1ccc(C(=O)Nc2cc3c(cc2N2CCCC2)n(C)c(=O)c(=O)n3C)cc1OCC	-16%
COC(=O)CC1Oc2ccc(Cl)cc2-n2cc(-c3ccc(F)cc3)nc21 (stereo not drawn)	?
CCOC(=O)c1cc(S(=O)(=O)Nc2ccccc2)[nH]n1	?
Cc1cc(=O)n2nc(N3CCC(C(=O)NCc4ccccc4)CC3)sc2n1	8%
CCOC(=O)CSc1ncnc2c1c(-c1ccccc1)cn2-c1ccc(OC)cc1	i
CNc1nc2c(s1)C(c1ccc(Cl)cc1)CC(=O)N2 (stereo not drawn)	-14%
COc1cc(CCC(=O)NCc2ccc3c(c2)CCN3C(=O)c2cccc(C)c2)cc(OC)c1OC	64%[activator]
COCCc1noc(-c2nnn3c2COC(c2ccc(OC)cc2)C3)n1 (stereo not drawn)	i
Cc1cc(S(=O)(=O)N[C@@H]2CCOC[C@H]2Oc2ccccn2)c(C)s1	-23%
O=C(CC[C@@H]1CNC(=O)[C@@H]2C[C@H](NCc3ccccc3)CN12)NCc1ccccc1	i

(next part)
SMILES	Pf Dd2 growth
O=C(Cn1cccc1-c1nc(-c2ccccc2)no1)NCc1ccc(Cl)cc1	0%
Cc1cc(C)c(S(=O)(=O)NCCc2csc3nc(-c4ccc(Cl)cc4)nn23)c(C)c1	-3%
CN1C(=O)N(CCc2ccccc2)C(=O)C12CCN(Cc1cccn1-c1ccccn1)CC2	?
COc1ccc(Nc2cnc3ccc(-c4ccc(OC)c(OC)c4)nn23)cc1OC	i
N#C/C(=C\c1ccc(F)cc1)C(=O)NCC1CCCO1 (stereo not drawn)	9%
NC(=O)[C@H](Cc1cccs1)NC(=O)[C@@H]1[C@@H](NC(=O)Nc2ccc(F)cc2F)CCN1C(=O)c1cnccn1	-19%
CCCN(CC1CCCO1)C(=O)c1csc2nc(-c3cccc(C(F)(F)F)c3)cn12 (stereo not drawn)	?
c1ccc(Cn2nc(Cn3cncn3)nc2C2CCCCn3nnnc32)cc1 (stereo not drawn)	-9%
O=c1cc(CN2CCCCC2c2ccccn2)[nH]c2ccc(F)cc12 (stereo not drawn)	-10%
COc1ccc(-c2cc(C(=O)NCCc3ccc(OC)c(OC)c3)c3ccccc3n2)cc1	?
Cc1nc(C2CCCCN2)n[nH]1 (stereo not drawn)	1%
Cc1cccc(CN2CCCC(C(=O)O)CCNC(=O)CC2)c1 (stereo not drawn)	-13%
COc1ccc(CNC(=O)CCC(=O)N2CCSc3ccccc32)cc1	7%
CCOC(=O)c1ccc(N2C(=O)c3[nH]nc(-c4ccc(OCC)cc4)c3C2c2ccc(OC)cc2OC)cc1 (stereo not drawn)	7.9µM*
CN(CCC(C)(C)O)c1ccc(C(=O)N2CCCCC2CCn2cccn2)cn1 (stereo not drawn)	-10%
CCOCCOC(=O)c1ccc(NC(=O)/C=C/c2ccc(OC)c(OC)c2)cc1	?
CCOc1cc(C(=O)NC2CCN(c3cc(-c4cccs4)[nH]n3)C2)cc(OCC)c1OCC (stereo not drawn)	i
CCCn1c(=O)sc2cc(NC(=O)c3ccc(OC)c(Br)c3)ccc21	?
COc1cccc(-c2noc(-c3cc(C(C)C)[nH]n3)n2)c1OC	?
CCOc1cc(-c2nc(C3CC(=O)N(c4ccc(F)c(Cl)c4)C3)no2)cc(OCC)c1OCC (stereo not drawn)	-23%
O=C(Nc1ccc2c(c1)OCCO2)N[C@@H]1C[C@H](CO)[C@@H](O)[C@H]1O	-11%[44.1 µM]
CCOc1ccc(NC(=O)Cn2nc3n(c2=O)CCCC3)cc1	i
COc1ccc(CNC(=O)C2CCCN(C(=O)c3cnn(-c4ccc(F)cc4)c3-n3cccc3)C2)cc1 (stereo not drawn)	i
CC(C)(C)CN1CCOC[C@H]1c1ncc(-c2ccc(S(C)(=O)=O)cc2)[nH]1	-24%[44.1 µM]
CCn1ncc(N2CCC(NC(=O)CC(C)C)CC2)cc1=O	13%

The list goes on.
SMILES	Pf Dd2 growth
CCOc1ccccc1C(=O)NCc1nc2cccnc2n1Cc1ccc(C)cc1	-6%
COc1ccc(C2NC(=O)N(C)C3=C2C(=O)N(c2cccc(C(=O)O)c2)C3)cc1 (stereo not drawn)	4%
CCn1ncc(N2CCCC(CC(=O)NCc3ccccc3OC)C2)cc1=O (stereo not drawn)	-17%
C#CCNC(=O)C1=NOC2CN(C(=O)Nc3cccnc3)CC12 (stereo not drawn)	8%
O=C1CCCCC(CNC(=O)c2cccc(F)c2)N1 (stereo not drawn)	16%
COc1ccc(CC(=O)N[C@H]2[C@H](O)[C@H](O)C[C@@H]2c2ccc(C(F)(F)F)cc2)cc1	-15%[44.1 µM]
O=C(Cn1nc2c(cc1=O)CCCCC2)Nc1nc2c(s1)CCCC2	-3%
COc1ccccc1CNC(=O)C1CCN(c2cn[nH]c(=O)c2)C1 (stereo not drawn)	1%
Cc1ccc(CN(C(=O)COc2ccc(Cl)cc2)c2ccccn2)o1	9%
Cc1ccc(S(=O)Cc2nc(-c3ccc(C(=O)NC(C)c4ccccc4)cc3)oc2C)cc1 (stereo not drawn)	?
CC(=O)N1CCc2c(sc3c2c(=O)n(CCc2ccccc2)c(=O)n3Cc2ccc(Cl)cc2)C1	?
C=CCS(=O)(=O)N1C[C@H]2OC(=O)N(CCc3cccc(Cl)c3)[C@H]2C1	-7%
COc1ccc(CNc2cc3c(cn2)CN(Cc2ccccc2)CCN3)cc1OC	-15%[44.1 µM]
COc1ccccc1N1CCN(C(=O)Cn2c(=O)n3nc(-c4cccc(F)c4)nc3c3ccccc32)CC1	30%
COCCC1(C(=O)O)CCCN(C(=O)CN(C)Cc2ccncc2)C1 (stereo not drawn)	-27%
CN1C[C@H](NCc2ccc(C(F)(F)F)cc2)CCC[C@@H](C(=O)NC2CC2)CC1=O	-9%[44.1 µM]
CCN(C(=O)Cn1nnc2sc3c(c2c1=O)CCC(C(C)(C)C)C3)c1cccc(C)c1 (stereo not drawn)	2%
COc1ccc(OCc2cc(C(=O)N3CCN(CC4CC4)CC3)n[nH]2)c(Cl)c1	i
CC(C)(C(=O)O)c1cnc(N2CCC(O)(CO)CC2)nc1N1CCOCC1	-4%
CC(C)(O)c1cn(C[C@H]2CC3CCN2C[C@@H]3C(=O)NCc2ccccc2)nn1 (stereo partly drawn)	-1%[44.1 µM]
CC(C)c1ccc(N2CC(C(=O)N(C)Cc3cc(C(C)C)on3)CC2=O)cc1 (stereo not drawn)	-22%
CC(C)CCO[C@H]1COCCN(C(=O)c2ccccc2)C1	?
COc1cccc(-c2cc3c(=O)n(CCNC(=O)C4CCN(C(C)=O)CC4)ccn3n2)c1	-12%
COC1C(=O)N(C2CCN(C(=O)c3ccco3)CC2)C12CCOCC2 (stereo not drawn)	8%
C#CCNC(=O)c1cc(-c2ccc(Cl)cc2Cl)c2cccn2n1	7%

Next part:
SMILES	Pf Dd2 growth
O=C(NCc1ccccc1)c1ccnc(-c2nnc3ccc(N4CCOCC4)nn23)c1	i
O=C1c2c(nc(CNc3ccc(F)cc3)n2Cc2ccccc2)NCCN1CC1CC1	-17%[44.1 µM]
CC(=O)c1ccc(NC(=O)NC[C@H]2C[C@@H]3CCN2C[C@@H]3c2cc(-c3cccs3)nc(C)n2)cc1	i
COc1ccc(-c2cc(N3CCC(NC(=O)c4cccnc4)C3)n[nH]2)cc1 (stereo not drawn)	-1%
CN(Cc1ccccc1)C(=O)c1nc(-c2ccc(Cl)cc2)n2c1CCCCC2	?
COCCNC[C@@H]1C=C(C)[C@H](Cc2nnc(-c3ccc(OC)cc3)o2)C[C@H]1C(C)C	?
COCc1ccc2c(c1)c(OC(C)(C)C(=O)NCCCn1ccnc1)nn2CCC(C)C	?
Cc1ccc(CN2CCSc3ccc(C(=O)Nc4ccc(F)cc4F)cc32)cc1	?
O=C(CSc1nc(-c2cccc(F)c2)[nH]c1-c1ccccc1)Nc1ccc2c(c1)OCCO2	11µM*
Cc1nc(-c2cccc(Cl)c2)n(Cc2nc(-c3ccc(OC(C)C)cc3)oc2C)c(=O)c1CCO	?
COc1ccc(C(=O)N2C[C@@H](F)C[C@H]2C(=O)N2CCCCC2)c(OC)c1	31%[activator]
O=c1cc(-c2ccncc2)oc2c(-c3cccc(CO)c3)nccc12	?
CCC(=O)N1CCC(N(C(=O)CC)C2CCOCC2)CC1	-24%
O=C(NC1CCOC2(CCOCC2)C1)c1cnc2c(O)cccn2c1=O (stereo not drawn)	?
COc1ccc(-c2cc(C)no2)cc1S(=O)(=O)NCc1ccco1	17%
Cc1cc(N2CCN(CC3(O)CNCCOC3)CC2)n2ncnc2n1 (stereo not drawn)	-1%
O=C(Cn1ncc2c3ccccc3n(Cc3ccc(F)cc3)c2c1=O)NCCC1=CCCCC1	43%[activator][0.594 µM]
COCc1nc(-c2ccc(OC3CNC3)cc2)no1	3%
Cc1cc(CN2CC(Oc3ccc(F)c(F)c3)C2)no1	?
COc1ccc(N2C(=O)NC(NS(=O)(=O)c3ccc(NC(C)=O)cc3)(C(F)(F)F)C2=O)cc1 (stereo not drawn)	33%[activator]
CCc1nc2c(c(-c3ccc(Cl)cc3)n1)CN(Cc1ccc(C(F)(F)F)cc1)CC2	?
CC(CNC(=O)c1nnc(Cc2cccc(F)c2)o1)c1ccccc1 (stereo not drawn)	-15%
CC(=O)N1CCN(C(=O)c2cnc(N)nc2-c2ccccc2)CC(O)C1 (stereo not drawn)	-8%
CC(=O)c1ccc(NC(=O)c2ccc(-c3ccc(Cl)cc3)o2)cc1	-28%
Cc1ccc(NC(=O)CN(C)S(=O)(=O)c2cnc[nH]2)cc1	10%

Rewritten field by field: part of the list above.
> CC(C)(C)CN1CCOC[C@H]1c1ncc(-c2ccc(S(C)(=O)=O)cc2)[nH]1
- Pf Dd2 growth: -24%[44.1 µM]
> CCn1ncc(N2CCC(NC(=O)CC(C)C)CC2)cc1=O
- Pf Dd2 growth: 13%
> CCOc1ccccc1C(=O)NCc1nc2cccnc2n1Cc1ccc(C)cc1
- Pf Dd2 growth: -6%
> COc1ccc(C2NC(=O)N(C)C3=C2C(=O)N(c2cccc(C(=O)O)c2)C3)cc1 (stereo not drawn)
- Pf Dd2 growth: 4%

Back to the main list with the five entries that preceded the break.
SMILES	Pf Dd2 growth
CCc1nc2c(c(-c3ccc(Cl)cc3)n1)CN(Cc1ccc(C(F)(F)F)cc1)CC2	?
CC(CNC(=O)c1nnc(Cc2cccc(F)c2)o1)c1ccccc1 (stereo not drawn)	-15%
CC(=O)N1CCN(C(=O)c2cnc(N)nc2-c2ccccc2)CC(O)C1 (stereo not drawn)	-8%
CC(=O)c1ccc(NC(=O)c2ccc(-c3ccc(Cl)cc3)o2)cc1	-28%
Cc1ccc(NC(=O)CN(C)S(=O)(=O)c2cnc[nH]2)cc1	10%
CSc1ccccc1CN1CCC2(CC1)C(C(=O)O)CC(=O)N2C (stereo not drawn)	4%
Cc1cccc(OCC(=O)N2C[C@@H](CO)[C@H](c3nc(C4CC4)no3)C2)c1	-21%
Cc1ccc(C2Cn3nnc(-c4noc(-c5ccncc5)n4)c3CO2)cc1 (stereo not drawn)	27%
C#CCNC(=O)c1nc(-c2ccc(Cl)cc2)c2ccccn12	-26%[44.1 µM]
COc1ccccc1Cc1nc2ccccc2nc1SCC(=O)NCc1ccc(C)cc1	i
COc1ccccc1NC(=O)Cn1nnc(C(=O)NCc2cccs2)c1N	-23%
Cc1ccc2c(=O)cc(C(=O)Nc3c(C(=O)Nc4cccc(Cl)c4)oc4ccccc34)oc2c1	37%[activator]
O=C(COc1ccccc1)NC1CCCc2c1[nH]c1c(Cl)cccc21 (stereo not drawn)	?
Cc1ccc(C2=NC3(CCN(C(=O)Cc4cccc(F)c4)CC3)ON2)cc1	-24%

These rows are one share of the data, so the mix of outcomes need not match the whole.
